Source: PubChem
UBC9 SUMO inh: blocks human SUMOylation mediated by UBC9; HTRF SUMOylation assay, SAE1/SAE2 + UBC9, in vitro; P63279; inhibition, % at 35 µM; 0.36% of 290,000 active; in the data active means inhibition above about 50%, passing the limit was not always enough; further: strong numbers were not always called active
IDE act: boosts human insulin-degrading enzyme activity in HEK cells; P14735; FAbeta-B cleavage, fluorescence polarization; 0% vehicle, 100% cell-free pure enzyme wells; activation, % at 5.96 µM; 0.073% of 340,000 active; AID 493087;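 active means activation above the mean of all tested compounds plus 3 SD, set per screening campaign, cut at about 17% in these data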
Target sequence (P14735 whole entry, looked up): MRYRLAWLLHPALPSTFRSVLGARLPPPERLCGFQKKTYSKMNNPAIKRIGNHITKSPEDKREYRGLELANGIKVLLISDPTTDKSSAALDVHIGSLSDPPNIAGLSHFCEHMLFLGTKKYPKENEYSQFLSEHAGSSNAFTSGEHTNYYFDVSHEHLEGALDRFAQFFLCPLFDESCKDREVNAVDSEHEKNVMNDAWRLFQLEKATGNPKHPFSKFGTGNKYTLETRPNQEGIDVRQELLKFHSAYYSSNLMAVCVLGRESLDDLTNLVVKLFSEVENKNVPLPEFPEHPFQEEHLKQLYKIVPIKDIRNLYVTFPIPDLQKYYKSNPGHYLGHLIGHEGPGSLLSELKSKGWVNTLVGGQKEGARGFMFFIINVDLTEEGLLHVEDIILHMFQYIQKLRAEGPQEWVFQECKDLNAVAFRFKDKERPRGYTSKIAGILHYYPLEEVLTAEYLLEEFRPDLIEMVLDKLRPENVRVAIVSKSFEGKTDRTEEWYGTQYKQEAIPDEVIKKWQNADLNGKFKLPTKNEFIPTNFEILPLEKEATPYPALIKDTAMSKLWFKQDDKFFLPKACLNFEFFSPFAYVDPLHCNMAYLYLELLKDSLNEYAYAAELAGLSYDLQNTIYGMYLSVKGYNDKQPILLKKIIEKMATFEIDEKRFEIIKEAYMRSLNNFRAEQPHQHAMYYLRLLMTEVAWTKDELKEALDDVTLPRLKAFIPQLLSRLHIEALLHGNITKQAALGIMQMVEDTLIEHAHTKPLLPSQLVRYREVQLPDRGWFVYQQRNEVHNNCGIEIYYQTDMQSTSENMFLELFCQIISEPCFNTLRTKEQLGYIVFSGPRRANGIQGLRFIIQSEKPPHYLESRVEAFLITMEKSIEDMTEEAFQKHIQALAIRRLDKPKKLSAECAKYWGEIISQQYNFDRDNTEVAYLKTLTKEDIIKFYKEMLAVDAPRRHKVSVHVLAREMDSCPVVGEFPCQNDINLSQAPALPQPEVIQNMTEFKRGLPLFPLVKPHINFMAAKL
VIM-2 inhibitor: blocks Pseudomonas aeruginosa VIM-2 metallo-beta-lactamase. purified VIM-2, nitrocefin hydrolysis, epi-absorbance fluorescence. 0.89% of 290,000 active. inhibition, % at 5.6 µM;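 active means inhibition above the mean of all tested compounds plus 3 SD, cutoff set per screening run, cut at about 7.5% in these data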;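 further: red hydrolysis product quenches plate fluorescence so inhibitors raise well fluorescence; 0% = enzyme with DMSO and 100% = DMSO without enzyme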
p-CIP stab down: p/CIP protein destabilization; decrease of EGFP signal, % at 10 µM; Q05BA5; AID 1984; 0.01% of 290,000 active; F442A p/CIP-EGFP cells, EGFP fluorescence, 16 h;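 active means EGFP signal decrease of at least 30% at 10 µM or well 3 SD below plate mean, unless failing retest; inactive means the rest, including hits failing retest or dose response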; further: some compounds called inactive have numbers as strong as hits; many of its hits are not listed in these tables
CRFBP-R2 block: antagonists of CRF-binding protein/CRF-R2 receptor complex | HEK293 CRF-R2/CRF-BP, CRF-induced calcium fluorescence | inhibition, % at 11.8 µM | 0.59% of 350,000 active | AID 588475;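 active means inhibition of the ligand-induced calcium signal above about 50% at the single tested concentration, limit read from the data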
NS3 helicase inh: blocks Hepatitis C virus NS3 helicase unwinding | NS3 helicase DNA unwinding, Cy5 molecular beacon fluorescence | inhibition, % at 10.9 µM | 0.56% of 290,000 active | AID 1800;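 active means inhibition above the mean of all tested compounds plus 3 SD, set per campaign, cut at about 35% in these data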;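 further: 0% = DMSO wells and 100% = thioflavine S control wells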
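System: Hepatitis C virus NS3 helicase domain fragment enzyme | Reagent: Annealed dual-labelled DNA beacon duplex, ATP-started | Compound dosing: 10.9 µM single point, 0.8% DMSO | Incubation: 1 h reaction at 25 °C, ATP-initiated | Technique: Cy5 fluorescence | Evaluation: Percent inhibition from t60/t0 fluorescence ratio | Benchmarks: Low DMSO, high thioflavine S at 110 µM | Replication: Singlicate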
GalR3 antagonist: human GalR3 antagonism; HEK293 GalR3-CNG cAMP membrane potential fluorescence; galR3 body fused to GalR1 C-terminus; inhibition, % at 3 µM; 0.44% of 360,000 active;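 active means inhibition above the screen-wide average plus 3 SD, cut at about 13% in these data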;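 further: forskolin and galanin both at EC90 stimulate the cells; cAMP rise reported by CNG channel membrane potential dye signal; 0% = forskolin plus galanin with DMSO and 100% = forskolin alone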
IMP-1 inhibitor: blocks Pseudomonas aeruginosa IMP-1 metallo-beta-lactamase. 0.45% of 290,000 active. purified IMP-1, nitrocefin hydrolysis, epi-absorbance fluorescence. inhibition, % at 5.6 µM;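 active means inhibition above the mean plus 3 SD of all compounds in the same screening run, cut at about 4.5% in these data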;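 further: 0% = IMP-1 with DMSO and 100% = DMSO wells lacking enzyme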
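System – purified recombinant IMP-1 beta-lactamase · Input – IMP-1 dispensed at 0.2 nM · Timing – 15 min preincubation plus 25 min reaction at 25 °C · Signal – Epi-absorbance fluorescence, 480 nm excitation, 530 nm emission · Measure – percent IMP-1 inhibition derived from blank-referenced optical density · Controls – Enzyme-plus-DMSO low control, enzyme-free DMSO high control · Replication – singlicate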
IDE cell inh: inhibitors of human insulin-degrading enzyme in cells; P14735; HEK cells, FAbetaB cleavage, fluorescence polarization; inhibition, % at 5.59 µM; 0.41% of 320,000 active; AID 434962;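 active means percent inhibition above the average of all tested compounds plus 3 SD, set per screening campaign, cut at about 16% in these data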;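 further: IDE supplied by intact live HEK cells; FP after avidin binding of uncleaved biotin substrate so inhibition keeps polarization high; 0% = DMSO wells and 100% = 60 µM reference IDE inhibitor Ii1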
Numbers without * were called inactive; . = no result given; & = joins results of further samples.

1) COc1ccc(Cl)cc1NC(=O)C1(c2cccs2)CCOCC1
2) Cc1cc(C)cc(-c2nnc(SCC(=O)c3ccc4c(c3)OCCO4)o2)c1
3) CCn1c(SCC(=O)N/N=C(\C)c2ccco2)nnc1-c1ccccc1
4) Cc1ccc(NC(=O)c2ccc(N/N=C/c3cccc(O)c3)c([N+](=O)[O-])c2)cc1
5) O=C(c1cc(COc2ccc(F)cc2Cl)on1)N1C[C@H]2CC[C@H]1C2
6) COc1ccc(NC(=O)C2CCC(C(C)(C)C)CC2)cc1S(=O)(=O)N1CCOCC1 (centres undefined)
assay / entry	1	2	3	4	5	6
IDE act	1	3	-2	14	1	-3
NS3 helicase inh	-10	4	-4	6	-10	.
VIM-2 inhibitor	-2.7	-3.4	-1.9	0.2	-1.4	.
p-CIP stab down	-7	-4	-7	3	-1	.
CRFBP-R2 block	11	-5	0	-4	-19	-3
IDE cell inh	-1	-2	-3	-3	4	0
GalR3 antagonist	-6	-5	2	0	-1	-4
UBC9 SUMO inh	-6	10	5	29	0	.
IMP-1 inhibitor	-3.2	-0.3	-4.4	0.2	-3.4	.

7) O=C(CCS(=O)(=O)c1ccc(Br)cc1)N1CCN(c2ccc(F)cc2)CC1
8) CCOC(=O)N1CCN(C(=O)CN2C(=O)c3ccccc3S2(=O)=O)CC1
9) CCOc1ccc(NC(=O)Nc2cc(C(=O)O)ccc2N2CC3CC(C2)c2cccc(=O)n2C3)cc1 (centres undefined)
10) COCCn1c(SCc2nc3ccccc3s2)nc2ccccc21
11) Cc1ccc(-n2c(=O)cc(N3CC(C)CC(C)C3)[nH]c2=O)cc1 (centres undefined)
12) CCO/C([O-])=N/c1c[n+](N2CCOCC2)no1
assay / entry	7	8	9	10	11	12
IDE act	-1	3	4	-3	4	2&3
NS3 helicase inh	-3	5	8	-11	-8	1
VIM-2 inhibitor	-4.7	-1.1	-2.5	-0.1	-0.4	-1.9
p-CIP stab down	8	-13	-16	1	10	-9
CRFBP-R2 block	-8	-1	-4	18	3	3&13
IDE cell inh	7	2	6	3	0	9&2
GalR3 antagonist	1	-8	3	-4	-5	.
UBC9 SUMO inh	-7	4	.	-17	35	26
IMP-1 inhibitor	1.1	-2.7	-1.7	-0.6	-1.6	-2.9

Part of the list above, set out differently.
no.	IDE act	NS3 helicase inh	VIM-2 inhibitor	p-CIP stab down	CRFBP-R2 block	IDE cell inh	GalR3 antagonist	UBC9 SUMO inh	IMP-1 inhibitor	SMILES
4	14	6	0.2	3	-4	-3	0	29	0.2	Cc1ccc(NC(=O)c2ccc(N/N=C/c3cccc(O)c3)c([N+](=O)[O-])c2)cc1
5	1	-10	-1.4	-1	-19	4	-1	0	-3.4	O=C(c1cc(COc2ccc(F)cc2Cl)on1)N1C[C@H]2CC[C@H]1C2
6	-3	.	.	.	-3	0	-4	.	.	COc1ccc(NC(=O)C2CCC(C(C)(C)C)CC2)cc1S(=O)(=O)N1CCOCC1 (centres undefined)
7	-1	-3	-4.7	8	-8	7	1	-7	1.1	O=C(CCS(=O)(=O)c1ccc(Br)cc1)N1CCN(c2ccc(F)cc2)CC1
8	3	5	-1.1	-13	-1	2	-8	4	-2.7	CCOC(=O)N1CCN(C(=O)CN2C(=O)c3ccccc3S2(=O)=O)CC1
9	4	8	-2.5	-16	-4	6	3	.	-1.7	CCOc1ccc(NC(=O)Nc2cc(C(=O)O)ccc2N2CC3CC(C2)c2cccc(=O)n2C3)cc1 (centres undefined)
10	-3	-11	-0.1	1	18	3	-4	-17	-0.6	COCCn1c(SCc2nc3ccccc3s2)nc2ccccc21
11	4	-8	-0.4	10	3	0	-5	35	-1.6	Cc1ccc(-n2c(=O)cc(N3CC(C)CC(C)C3)[nH]c2=O)cc1 (centres undefined)
12	2&3	1	-1.9	-9	3&13	9&2	.	26	-2.9	CCO/C([O-])=N/c1c[n+](N2CCOCC2)no1

More structures follow:
13) O=C(CCl)NNc1nc(-c2ccccc2)c2cc(Cl)ccc2n1
14) COc1ccc(Cc2nnc(SCC(=O)N3CCN(c4ccccc4)CC3)o2)cc1
15) CC1(C)Cc2c(C#N)c(OCC(=O)c3ccc(Cl)cc3)nc(-c3ccoc3)c2CO1
16) Cc1ccc(C)c(NC2=NCC(=O)N2c2ccc3c(c2)OCCO3)c1
17) CCCn1c(N)c(C(=O)CSc2nnc3n2CCCCC3)c(=O)[nH]c1=O
18) CN(CCCN1CCOCC1)Cc1nc(-c2ccccc2)no1
assay / entry	13	14	15	16	17	18
IDE act	-3	-4	1	1	-1	-4
NS3 helicase inh	3	0	-5	-4	.	-2
VIM-2 inhibitor	-3.7	-1.9	-2.7	-4.4	.	-1.5
p-CIP stab down	8	-8	2	10	.	2
CRFBP-R2 block	-28	16	10	8	2	4
IDE cell inh	.	-1	1	-3	2	1
GalR3 antagonist	-5	-2	-4	-6	-2	-2
UBC9 SUMO inh	4	18	24	8	.	3
IMP-1 inhibitor	-4.8	-4.0	-0.6	-3.8	.	-1.7

19) CCOc1ccc(CCNC(=O)C2CC(C)=CCC2C(=O)O)cc1OCC (centres undefined)
20) CSC1=C(C#N)C(C)CC(=O)N1 (centres undefined)
21) O=C(NNC(=O)c1cccs1)c1cccc(F)c1
22) C/C(=N/NC(=O)c1ccc2c(c1)OCO2)c1ccc(NC(=O)c2ccc(F)cc2)cc1
23) CC(C)N=C1NN=C(c2ccc(F)cc2)CS1
24) CCO/C(C)=N/n1c2nc3ccccc3nc2c2c(=O)n(CC(C)C)c(C)nc21
assay / entry	19	20	21	22	23	24
IDE act	5	1	3	2	-4	2
NS3 helicase inh	13	-7	-2	0	0	-1
VIM-2 inhibitor	0.2	1.4	-1.0	-1.0	-3.7	-0.6
p-CIP stab down	-8	3	-2	-6	-6	-7
CRFBP-R2 block	2	-3	0	0	-5	-6
IDE cell inh	1	11	0	.	7	2
GalR3 antagonist	-11	-2	-7	-4	0	-3
UBC9 SUMO inh	4	1	-2	8	2	25
IMP-1 inhibitor	38*	-2.0	-1.5	0.0	-4.1	-2.9

25) O=C(Nc1cccc(NC(=O)c2ccco2)n1)c1ccco1
26) COc1ccc(OCc2nnc(NC(=O)Nc3ccccc3F)s2)cc1
27) CCc1noc(C)c1C(=O)N(CCC(C)C)c1c(N)n(Cc2ccccc2)c(=O)[nH]c1=O
28) COC(=O)c1cccc(NC(=O)COc2cccc([N+](=O)[O-])c2)c1
29) O=C(/C(=C/c1cccc(Cl)c1)c1nc2ccccc2[nH]1)c1ccccc1
30) CCSc1nnc(NC(=O)CCn2c(=O)oc3ccccc32)s1
assay / entry	25	26	27	28	29	30
IDE act	6	3	6	5	-2	-2
NS3 helicase inh	4	2	.	1	-12	.
VIM-2 inhibitor	-0.3	-1.0	.	-2.0	-3.4	.
p-CIP stab down	14	2	.	-19	6	-5
CRFBP-R2 block	1	-44	-7	3	-38	44
IDE cell inh	-1	-3	2	0	7	3
GalR3 antagonist	-3	-5	0	-5	-2	.
UBC9 SUMO inh	19	24	.	10	-22	-6
IMP-1 inhibitor	-1.3	-0.3	.	-3.7	1.1	.

31) O=C(C1COc2ccccc2O1)N1CCN(c2ccccc2Cl)CC1 (centres undefined)
32) COc1ccc(C(=O)NCCCN2CCOCC2)cc1OC
33) CC(C)(C)NC(=O)NC(=O)CN1CCN(c2ccc(O)cc2)CC1
34) COc1ccc(C2=Nn3c(nnc3-c3ccccc3F)SC2)cc1OCC1CC1
35) Cc1ccccc1NC(=O)CSc1nc2ncc(Cl)cc2[nH]1
36) COc1ccccc1NC(=O)c1cc2cc(Br)ccc2cc1O
assay / entry	31	32	33	34	35	36
IDE act	-6	2	2	1	2	-4
NS3 helicase inh	6	0	23	.	0	13
VIM-2 inhibitor	-1.2	-3.2	-1.3	.	-0.5	-2.4
p-CIP stab down	-5	-17	-16	.	-10	-3
CRFBP-R2 block	2	15	-1	26	1	10
IDE cell inh	1	0	7	1	3	4
GalR3 antagonist	-3	-3	-6	1	-4	-10
UBC9 SUMO inh	-40	5	-3	.	6	41
IMP-1 inhibitor	-2.5	-2.3	-2.9	.	-0.1	-1.9

37) COc1ccc(NC(=O)c2cc(-c3ccc(OC)c(OC)c3)on2)cc1OC
38) C=CCNC(=O)c1nc2ccccc2s1
39) CS(=O)(=O)c1ccc(C(=O)OCC(=O)NC(=O)Cc2ccccc2)cc1
40) COc1ccc(C)cc1NC(=O)CN(C)S(=O)(=O)c1ccc2c(c1)c(=O)n(C)c(=O)n2C
41) Cc1cc(N2CCCC2=O)cc(C)c1S(=O)(=O)NCCOc1ccccc1
42) N#Cc1cc([N+](=O)[O-])cnc1Nc1ccccc1
43) O=C(CSc1nnnn1C1CC1)Nc1cccc(S(=O)(=O)N2CCCC2)c1
44) C#CCOCCOCCOCCNc1nc(N2CCN(C(=O)Cn3cc(CC(C)O)nn3)CC2)nc(N2CCN(C(=O)[C@H]([C@@H](C)CC)n3cc(CCCN=C(N)N)nn3)CC2)n1 (some centres undefined)
45) CCC(C)Sc1nc2c(cnn2-c2ccc(C)cc2)c(=O)[nH]1 (centres undefined)
assay / entry	37	38	39	40	41	42	43	44	45
IDE act	1	6	5	-4	-3	2	4	-4	8
NS3 helicase inh	4	4	.	7	1	-10	.	-33	2
VIM-2 inhibitor	0.7	0.1	.	-0.6	-1.9	-4.2	.	-4.1	-0.9
p-CIP stab down	5	3	.	0	-2	-5	.	-3	-5
CRFBP-R2 block	-6	23	-7	11	1	1	-6	-1	-7
IDE cell inh	5	9	0	0	2	11	-1	6	-4
GalR3 antagonist	-2	-3	-3	.	-6	6	-5	-4	4
UBC9 SUMO inh	15	13	.	2	0	2	.	-15	7
IMP-1 inhibitor	-0.7	1.2	.	-2.7	-1.3	-3.1	.	-3.2	-2.9
